# Assay outcomes deposited in PubChem by several laboratories.
# Mot1-301 SUMO = blocks SUMOylation pathway, rescuing yeast Mot1-301 growth; S. cerevisiae Mot1-301 growth rescue, ATP luminescence, 38.5C; percent above DMSO median, 100 means doubled; growth rescue, % at 18.8 µM; 1% of 320,000 active;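 active = every valid replicate shows activation above 250% relative to neutral control wells; inactive = the rest, any valid replicate at or below 250%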;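 also: OY570 slx delta 5 strain wells were the positive control but not used for scaling; some compounds called inactive have numbers as strong as hits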
# Tat transport = inhibitors of E. coli Tat protein transport; E. coli MC4100 TorA-mCherry Tat export, fluorescence; inhibition, % at 10 µM; 0.036% of 340,000 active; AID 488895;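 active = mean replicate inhibition at least 50% and at least half of replicates individually reaching 50%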;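 also: exported cargo escapes ClpAP degradation while cytoplasmic cargo is degraded and loses fluorescence; 0% = median of neutral control wells and 100% = median of NaSCN control wells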
# PKA-R1A act = activates the PKA-R1A holoenzyme complex; P00514+P68181; PKA-R1A dissociation, Cy5-IP20 fluorescence polarization; scaled: DMSO 0%, 113 µM cGMP 100%; activation, % at 11.4 µM; 0.083% of 340,000 active;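 active = percent activation above the mean of all tested compounds plus 3 SD, cut at about 19% in these data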;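 also: higher means more PKAc released from R1A so a rise in polarization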
# phage Ecoli inh = E. coli growth loss with phage present; growth absorbance; inhibition, % at 11.9 µM; 0.26% of 360,000 active; AID 651602; in the data active = inhibition above about 11%
# PfHsp90 set2 = reduces growth (ATP signal) of yeast expressing P. falciparum Hsp90; S. cerevisiae expressing PfHsp90, BacTiter-Glo ATP, 48 h; yeast lacking PDR1 and PDR3 efflux regulators; 0.32% of 310,000 active; AID 504621; inhibition, % at 9.4 µM;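 active = every replicate shows inhibition above about 80%, whatever the replicate mean, limit read from the data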;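 also: 0% = DMSO neutral controls and 100% = 20 µM radicicol positive controls; yeast relying on Plasmodium falciparum Hsp90 in place of its own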
# AddAB inh = less growth of phage-infected E. coli with AddAB. AID 435030. 0.29% of 330,000 active. E. coli expressing H. pylori AddAB, absorbance growth. inhibition, % at 11.9 µM; in the data active = inhibition above about 12%;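 also: 0% = vehicle wells of infected cells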
# PKA-R2B activ = activates the human PKA-R2B holoenzyme complex. activation, % at 11.4 µM. P22694+P31323. 0.079% of 340,000 active. PKA-R2B holoenzyme dissociation, Cy5-IP20 fluorescence polarization; R2B truncated from residue 108, S112A mutant; 0% DMSO only, 100% 113 µM cGMP;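 active = activation above a cutoff set at the mean over all compounds plus 3 SD, cut at about 18% in these data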;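 also: higher means more holoenzyme dissociation and a rise in polarization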
# Target sequence (P31323 whole entry, looked up, other chains not shown, the tested form may be a part): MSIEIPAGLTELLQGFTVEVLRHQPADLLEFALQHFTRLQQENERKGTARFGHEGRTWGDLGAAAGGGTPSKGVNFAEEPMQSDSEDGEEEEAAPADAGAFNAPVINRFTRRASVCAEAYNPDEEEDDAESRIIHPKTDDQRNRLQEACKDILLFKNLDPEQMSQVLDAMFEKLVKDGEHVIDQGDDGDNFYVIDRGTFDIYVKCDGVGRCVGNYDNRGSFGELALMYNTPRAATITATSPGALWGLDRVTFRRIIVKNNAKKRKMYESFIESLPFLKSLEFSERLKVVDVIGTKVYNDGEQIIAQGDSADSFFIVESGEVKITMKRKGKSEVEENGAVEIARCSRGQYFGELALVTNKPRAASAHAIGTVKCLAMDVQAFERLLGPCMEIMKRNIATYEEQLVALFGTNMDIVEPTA
# HTR5A inv ctr = counter-screen for OPRM1-OPRD1 inverse agonists: human HTR5A inverse agonism; P47898; HTR5A cell line, luminescence; inhibition, % at 9.3 µM; 0.083% of 340,000 active; AID 504634; in the data active = inhibition mostly above about 23%, no sharp cut-off; inactive = mostly below about 18%;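 also: 0% = cells with DMSO and 100% = no-cell wells with DMSO; some compounds called inactive have numbers as strong as hits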
# Target sequence (P47898 whole entry, looked up): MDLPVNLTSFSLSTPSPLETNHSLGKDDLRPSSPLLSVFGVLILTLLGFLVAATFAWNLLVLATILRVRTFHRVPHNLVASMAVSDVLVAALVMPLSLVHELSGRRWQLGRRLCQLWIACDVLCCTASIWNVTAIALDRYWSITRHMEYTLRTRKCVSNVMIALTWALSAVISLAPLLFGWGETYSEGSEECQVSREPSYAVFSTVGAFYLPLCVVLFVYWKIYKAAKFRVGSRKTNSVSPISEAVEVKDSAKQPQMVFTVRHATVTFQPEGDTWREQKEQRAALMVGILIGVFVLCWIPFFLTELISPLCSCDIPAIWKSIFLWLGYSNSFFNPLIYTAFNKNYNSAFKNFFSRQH
# MOR-DOR ag = OPRM1-OPRD1 heterodimerization agonism; P35372+P41143; cells, luminescence; activation, % at 9.3 µM; 0.3% of 340,000 active; in the data active = activation above about 18%;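 also: 0% = vehicle-treated cells and 100% = reference agonist; values of inactives mirror those of a sister screen read the other way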
# MOR-DOR inv ag = mu-delta opioid heterodimer inverse agonism; P35372+P41143; cell-based MOR-DOR heterodimer luminescence; inhibition, % at 9.3 µM; 0.21% of 340,000 active; in the data active = inhibition above about 22%, passing the limit was not always enough;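 also: 0% = cells with DMSO and 100% = wells without cells with DMSO; values of inactives mirror those of a sister screen read the other way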
# Ecoli viability = counter-screen for AddAB inhibitors: E. coli growth inhibition. E. coli V3065 growth, OD600 absorbance, 18 h. inhibition, % at 11.9 µM. 0.27% of 330,000 active. AID 449728;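 active = inhibition above the campaign's mean inhibition across all tested compounds plus 3 SD, cut at about 9.9% in these data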;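 also: uninfected addAB+ strain grown without phage in ampicillin broth; 0% = DMSO wells and 100% = ciprofloxacin 0.95 µg/ml wells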
# The depositor's hits bear a star; x = no result given.
SMILES,Mot1-301 SUMO,Tat transport,PKA-R1A act,phage Ecoli inh,PfHsp90 set2,AddAB inh,PKA-R2B activ,HTR5A inv ctr,MOR-DOR ag,MOR-DOR inv ag,Ecoli viability
NC(=O)[C@H]1CC2(CC(c3cccc(NC(=O)[C@H]4CCC(=O)N4)c3)=NO2)CN1C(=O)c1ccccc1 (stereo partly specified),-4,-2,-4,1.3,-38,-3.8,3,-7,-4.8,22,-1.6
COc1ccc(N2C(=O)C(Cc3ccccc3)NC2=S)cc1 (stereo unspecified),5,-1,-10,2.9,-13,0.7,-9,18,-1.6,9,0.0
Cc1ccc(OCc2cc(C(=O)NCc3cn4ccccc4n3)no2)cc1C,7,2,-15,3.7,-25,4.4,0,-21,-2.2,11,2.2
CCOc1cc(S(=O)(=O)N2CCN(S(=O)(=O)CC)CC2)c(OCC)cc1-n1cnnn1,3,-2,-2,0.8,7,2.2,3,13,9.6,-48,-0.8
Cc1cc(NS(=O)(=O)c2ccc(NC(=O)COc3ccccc3C(C)C)cc2)no1,-10,0,-13,2.5,7,-1.8,-5,-8,-2.7,16,-4.4
COc1cccc(-n2c(N)cc(=O)nc2SCC(=O)Nc2cc(C)on2)c1,161,-2,-4,1.9,-13,-0.9,1,9,-0.2,2,0.4
O=C(CN1CCN(S(=O)(=O)c2ccc(Cl)c(C(F)(F)F)c2)CC1)NC(=O)NC1CCCCC1,x,10,-8,-2.1,-9,x,2,19,3.8,-16,x
CC(C)C[C@H](NC(=O)c1nc[nH]c1C(=O)NCCCCCN)C(=O)OCc1ccccc1,-7,-3,4,0.2,15,-3.4,8,-8,-3.0,14,-3.0
O=[N+]([O-])c1ccc(N=Nc2ccc(O)c3ccccc23)cc1,x,2,-11,x,-16,x,-7,-12,0.8,-4,x
O=C(CCC(=O)N(CC(=O)NC1CCCCC1)Cc1ccccc1)Nc1nccs1,2,-17,0,1.2,-12,1.6,-1,-5,-2.7,15,-4.2
CS(=O)c1ccccc1O (stereo unspecified),-14,-2,0,5.8,12,0.7,5,3,-3.7,19,0.4
COc1cc(OC)cc(OCC(O)Cn2ccnc2)c1 (stereo unspecified),176,-9,4,1.5,-1,2.4,4,5,-2.3,13,-1.3

# Fetched one by one from the entries so far:
SMILES,Mot1-301 SUMO,Tat transport,PKA-R1A act,phage Ecoli inh,PfHsp90 set2,AddAB inh,PKA-R2B activ,HTR5A inv ctr,MOR-DOR ag,MOR-DOR inv ag,Ecoli viability
O=C(CCC(=O)N(CC(=O)NC1CCCCC1)Cc1ccccc1)Nc1nccs1,2,-17,0,1.2,-12,1.6,-1,-5,-2.7,15,-4.2
NC(=O)[C@H]1CC2(CC(c3cccc(NC(=O)[C@H]4CCC(=O)N4)c3)=NO2)CN1C(=O)c1ccccc1 (stereo partly specified),-4,-2,-4,1.3,-38,-3.8,3,-7,-4.8,22,-1.6
COc1ccc(N2C(=O)C(Cc3ccccc3)NC2=S)cc1 (stereo unspecified),5,-1,-10,2.9,-13,0.7,-9,18,-1.6,9,0.0

# Other entries follow:
SMILES,Mot1-301 SUMO,Tat transport,PKA-R1A act,phage Ecoli inh,PfHsp90 set2,AddAB inh,PKA-R2B activ,HTR5A inv ctr,MOR-DOR ag,MOR-DOR inv ag,Ecoli viability
CCOC(=O)c1c(CSCc2ccccc2)oc2ccc(O)c(CN(C)C)c12,-23,1,1,4.4,13,2.0,-6,23,2.1,-11,0.4
O=C1c2ccccc2C(=O)N1CCOc1ccccc1Br,2,-12,7,-1.4,-33,-1.8,-3,-3,-0.9,5,-0.8
O=C(c1cn(-c2ccc(Cl)c(Cl)c2)nn1)C1CC1,3,-6,9,-0.3,9,-1.0,-4,19,3.1,-14,0.4
CCCn1c(N2CCN(C(=O)/C=C/C(=O)O)CC2)nc2ccccc21,-10,4,-8,-0.1,-15,2.3,10,-17,-1.3,7,2.7
Cc1ccsc1C(=O)OCC(=O)N1CC(=O)Nc2ccccc21,-17,-7,8,2.0,1,3.7,-4,-11,-1.9,10,0.6
CCc1nnc(NC(=O)C2CCCN(S(=O)(=O)c3ccc(OC)cc3)C2)s1 (stereo unspecified),71,-1,5,4.2,34,3.1,-9,-1,-3.9,18,0.0
CCN1C(=O)N[C@@H](c2cccc(C(F)(F)F)c2)[C@H](C(=O)OC)[C@H]1C,67,8,-4,0.4,16,0.8,-21,16,-0.9,5,-1.9
COc1ccc(CCNC(=O)CSc2ccc(-c3ccccc3)nn2)cc1OC,-1,-2,1,3.0,14,1.9,-8,-27,-2.4,13,0.8
COCc1nnc(N)s1,1,-8,-3,2.1,10,-1.3,4,-2,1.4,-8,-0.1
N#Cc1ccccc1CN1C(=O)NC(Cc2c[nH]c3ccccc23)C1=O (stereo unspecified),-5,-3,-1,-0.2,-4,0.3,8,-21,-0.2,1,-1.6
COc1ccc(S(=O)(=O)N2CCOC2CNC(=O)C(=O)NCc2ccccc2Cl)cc1 (stereo unspecified),-8,7,-11,0.4,-6,-1.0,-7,-11,-2.6,15,0.9
CCc1ccc(C(C(=O)NCc2ccc(F)cc2)N(C(=O)c2csnn2)C2CC2)cc1 (stereo unspecified),-9,11,-4,-0.8,22,2.9,5,5,1.1,-6,4.5
O=C(Nc1ccc(Cl)c(C(F)(F)F)c1)c1ccco1,-1,6,-3,2.2,-52,2.5,3,5,4.4,-23,-0.8
O=C(Nc1cccc(O)c1)c1ccc(S(=O)(=O)N2CCCCCC2)cc1,x,2,-1,1.1,11,x,-5,-8,-1.5,8,x
O=C(NCc1ccccc1)C(c1ccc(O)cc1)N(C(=O)c1cnccn1)c1ccccc1 (stereo unspecified),1,5,0,1.3,-15,3.8,-6,-3,0.7,-6,0.4
Cc1ccnc(Nc2nc(-c3ccc(O)cc3O)cs2)c1,-13,-1,-6,2.5,-146,-0.8,-15,-1,11,-56,-0.8
COc1cc(CCC(=O)OCC(=O)N2CCc3ccccc32)cc(OC)c1OC,-9,2,-3,0.6,0,-0.7,1,2,-1.1,6,1.8
CCC(=O)NCC(c1cccs1)N1CCOCC1 (stereo unspecified),-6,0,3,0.5,13,-1.4,2,6,-1.2,6,1.7
COc1ccc(OC)c(S(=O)(=O)N2CCC(C(=O)NCCc3ccc(OC)c(OC)c3)CC2)c1,-6,-8,-9,1.7,-3,4.7,-3,0,-0.7,4,1.1
O=C1CCCN2N=C(SCC(=O)Nc3cccc(Cl)c3)SC2=N1,1,-8,0,1.0,-35,0.8,-6,0,1.0,-6,-3.9
CCOc1ccc(C2C(C(=O)c3ccc(C)o3)=C(O)C(=O)N2CCN2CCOCC2)cc1OC (stereo unspecified),-18,-8,-5,0.9,10,5.4,-7,7,-2.8,14,2.7
O=C(NCCc1nc2ccccc2[nH]1)c1ccco1,1,-1,0,1.1,x,-0.7,-4,0,-2.9,17,-1.3
Cc1c(C(=O)NCCSCc2ccccc2Cl)cccc1[N+](=O)[O-],-23,-7,-3,2.7,-6,1.8,0,5,1.9,-11,2.5
COc1ccc(NC(=O)CN(C)C(=O)C2=COCCO2)cc1,-13,1,4,3.3,-8,6.0,-10,16,-1.6,10,-0.7
O=C(NCc1ccncc1)c1cccc(S(=O)(=O)NCc2ccccc2)c1,1,3,-5,0.0,7,-2.7,-13,-2,-2.8,15,0.0
O=C1NC(=O)C2(CCC(C3CCCCC3)CC2)N1 (stereo unspecified),x,-3,-11,4.1,-11,x,-7,-16,0.0,0,x
Cc1oc(C(C)(C)C)cc1C(=O)Nc1cccc(/C=C/C(=O)O)c1,2,4,0,3.5,-12,0.5,-12,-13,-1.8,10,1.6
COCCCNC(=O)C1CC(=O)N(CCc2ccc(OC)c(OC)c2)C1 (stereo unspecified),2,0,0,1.0,-16,-4.1,-2,-4,-2.8,16,-1.7
O=C(/C=C/c1ccc(Cl)cc1)NCCCn1ccnc1,-21,-9,-8,x,-32,-1.0,-8,2,-0.3,1,-1.6
C[C@H](CO)N1C[C@H](C)[C@@H](CN(C)S(=O)(=O)c2cn(C)cn2)Oc2ccc(NC(=O)C3CC3)cc2C1=O,19,3,5,1.4,2,0.2,0,4,-1.1,6,1.3
O=C1CC(/C=C/c2ccco2)=Nc2ccccc2N1,-9,8,4,x,x,3.4,-10,-12,2.2,-12,0.6
CN(Cc1cccs1)C(=O)C1CC(=O)N(Cc2ccccc2)C1 (stereo unspecified),-6,-6,5,0.8,-39,0.8,8,0,-1.7,11,1.1
O=C(NCC1CCCO1)C1CCCN(S(=O)(=O)c2cc(Cl)ccc2Cl)C1 (stereo unspecified),11,4,-4,-0.9,26,4.5,-4,0,-1.6,7,0.4
COC(=O)c1ccc(NC(=S)NCCc2cccc(C)c2)cc1,18,-4,-9,5.4,1,2.1,1,-19,5.3,-27,2.4
Cc1ccccc1NC(=O)c1ccc(C)c(S(=O)(=O)Nc2ccccn2)c1,-22,1,7,5.3,11,3.2,5,-13,-1.0,6,1.3
Cc1ccc(NC(=O)C2CC(=O)NC(Nc3cccc(C)c3)=N2)cc1 (stereo unspecified),7,-4,-4,-1.5,-11,3.3,-1,21,-2.5,10,2.6
CCN1CCN(S(=O)(=O)c2ccc(S(=O)(=O)NCC3CCCO3)cc2)CC1 (stereo unspecified),8,1,-7,-1.9,x,3.5,3,-10,0.9,-5,1.1
Cc1cc(C)n(C(=O)COc2ccc(Cl)cc2Cl)n1,-13,-5,-1,-1.6,0,-0.8,7,16,6.6,-31,0.6
CCOc1ccc(C(=O)C2CCN(C(=O)c3ccccc3C(=O)O)CC2)cc1,5,1,-8,0.4,-30,-0.8,-4,-3,-1.6,9,0.7
CCCCn1c(N)c(N(CC(C)C)C(=O)Cn2c(=O)cnc3ccccc32)c(=O)[nH]c1=O,14,0,-8,2.7,x,0.3,4,-13,-0.6,3,2.6
Cc1ccc(NC(=S)NCCCN2CCOCC2)cc1C,19,15,-5,0.1,9,2.6,-7,0,-3.3,16,0.0
Cc1cc(N2C(=O)C(O)=C(C(=O)c3ccc(C)o3)C2c2cccc(Oc3ccccc3)c2)no1 (stereo unspecified),17,2,-2,1.9,5,1.4,0,-6,-0.6,3,1.3
Cc1cccc(Nc2nnc(SCC(=O)c3ccc(Br)s3)s2)c1C,16,-5,-5,3.7,-36,1.5,12,-13,3.9,-21,-1.8
C=CC[C@@H](CC(=O)N[C@H](CO)Cc1ccccc1)C(=O)N[C@H](COC(=O)[C@@H](CC=C)Cc1ccc(F)cc1)Cc1c[nH]c2ccccc12,2,4,-16,1.4,8,0.9,2,-3,-1.4,8,-1.4
O=C(CCCc1ccccc1)NC1CC1,2,3,-4,0.7,-16,1.7,12,-7,1.2,-6,0.7
O=C(/C=C/c1ccccc1[N+](=O)[O-])NCCCN1CCCC1=O,-7,-1,8,2.9,5,0.8,4,-1,-2.2,12,-0.8
O=C(O)C1C2C=CC(C2)C1C(=O)NCCc1cccc(Cl)c1 (stereo unspecified),-19,2,3,1.2,-5,-1.3,0,-103,-0.1,1,-1.6
CCN(CC)c1ccc(C=Nc2cccc(S(=O)(=O)N3CCOCC3)c2)c(O)c1,85,-3,-5,2.6,-3,4.7,-7,4,0.6,-2,2.2

# Hits appear at their usual frequency. Share with any hit: about 2.2%.
